Bioassay records deposited in PubChem BioAssay by National Center for Advancing Translational Sciences (NCATS).
Mm-Cpn inhibitor = Inhibitors of TCP-1 ring complex (TRiC) of Methanococcus maripaludis (MmCpn): qHTS; Chaperonin Mm-Cpn (Methanococcus maripaludis); Potency, µM (highest dose often 76.9 µM), without a hit: top-dose activity, negative = inhibition, usual class: inhibitors; purified Mm-Cpn ATPase, ADP Transcreener TR-FRET; 330,000 compounds, 0.031% hits; note: potency is the fitted concentration of half-maximal effect; % is set by controls: 0 for no effect and ±100 for the full control effect; nearly all actives have a fitted effect of over 80% in size
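Measured: ADP formation by purified Mm-CPN. Conditions: 25 nM protein, 10 uM ATP, Tris pH 7.4 with Mg2+, K+ and DTT, 37°C for 30 min. Detection: Transcreener HTRF after 30 min at room temperature.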
CCT modulator = High-Throughput Screening for Modulators of Cytosolic Chaperonin Activity. AID 651819, 2012. activity change, % (no concentration beside the values), hits read low. purified chaperonin ATPase assay, HTRF ADP detection, 30 min. 360,000 compounds, 0.3% hits; in the data active = activity change below about -30%; note: % is set by controls: 0 for no effect and ±100 for the full control effect
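TRiC (40 or 20 nM final, by batch activity) in 30 mM Tris pH 7.4, 100 mM KCl, 5 mM MgCl2, 1 mM DTT was treated with compound at 76 uM single dose, then 10 uM ATP, 30 min at 37 °C. ADP was read by HTRF Transcreener.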
Nrf2 activator = qHTS of Nrf2 Activators; 410,000 compounds, 0.31% hits; Potency, µM (highest dose often 46.1 µM), for the others: top-dose activation, most hits filed as activators; AREc32 ARE-luciferase reporter (MCF7-derived line), luminescence, 24 h; note: potency is the fitted concentration of half-maximal effect; % of control where 0% means no effect; nearly all actives have a fitted effect of over 65% in size
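Cells of the AREc32 ARE-luciferase line are plated in OPTI-MEM containing 5% FBS and left overnight at 37 deg C. Compounds are pinned in, incubation continues 24 hr, and firefly luciferase signal is then measured.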
TGFb inhibitor = qHTS for Inhibitors of TGF-b | HepG2 CAGA-GFP TGF-b/SMAD3 reporter, GFP fluorescence, 18 h; TGF-beta stimulated, 500 pg/mL final | Potency, µM (titrated, usually from 46.1 µM), for the others: at the top dose activity, negative = inhibition, usual class: inhibitors | 410,000 compounds, 1.2% hits; note: potency is the fitted concentration of half-maximal effect; % is set by controls: 0 for no effect and ±100 for the full control effect; nearly all actives have a fitted effect of over 65% in size
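Inhibition of TGF-beta-driven CAGA-GFP reporter expression in HEPG2 cells is measured by cellular GFP fluorescence after 18 h stimulation with 500 pg/mL recombinant TGF-beta in 1% FBS medium at 37 degrees C.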
pAkt inh = HTS Assay for Inhibitors of Akt Phophorylation: Primary Screen; Neuro2A IGF-stimulated pAkt S473 HTRF, 20 min; hits give low values; 360,000 compounds, 0.32% hits; AID 651550, 2012; activity change, % for hits at 50 µM; in the data active = activity change below about -80%; inconclusive = mostly about -51% to -80%; note: % is set by controls: 0 for no effect and ±100 for the full control effect
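Neuro2A cells in DMEM with 0.5% FBS, overnight at 37 deg C, given compound at single 50 µM final, then IGF (6 nM final) for 20 min at 37 deg C. Lysed; phospho-Akt Ser473 by HTRF after 24 h, 665/615 ratio.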
A549 viability = Nrf2 qHTS screen for inhibitors: counterscreen for cytotoxicity; A549 ARE-Fluc cells, CellTiter-Fluor viability, 18-24 h; Potency, µM (doses to about 46 µM), inactives show at the highest dose activity change, negative = cytotoxicity, usual class: inhibitors; 390,000 compounds, 0.16% hits; note: potency is the fitted concentration of half-maximal effect; % is set by controls: 0 for no effect and ±100 for the full control effect
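A549 ARE_Fluc cells in 5% FBS OPTI-MEM were exposed to compounds in concentration-response for 18-24 h at 37 deg C. Viability was read by CellTiter-Fluor fluorescence (Ex 405/Em 525) after 30 min, before the luciferase read.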
Nrf2 block = Nrf2 qHTS screen for inhibitors | A549 ARE-Fluc reporter, luciferase luminescence, 18-24 h | Potency, µM (highest dose often 46 µM), without a hit: at the top dose activity change, negative = inhibition, actives largely listed as inhibitors | 360,000 compounds, 2.1% hits | AID 504444, 2011; note: potency is the fitted concentration of half-maximal effect; % is set by controls: 0 for no effect and ±100 for the full control effect; nearly all actives have a fitted effect of over 60% in size
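Reporter: ARE-Fluc in A549. Exposure: 18-24 h, 37 °C, 5% CO2, 5% FBS OPTI-MEM. Readouts: fluorescent cytotoxicity (CellTiter-Fluor), then luminescent Nrf2 signal after BugLite.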
EPAC2 antag = qHTS for Antagonist of cAMP-regulated guanine nucleotide exchange factor 2 (EPAC2): primary screen. Rap guanine nucleotide exchange factor 4 (Homo sapiens), Q8WZA2. EPAC2 GEF exchange of Rap1B-BODIPY-GDP, fluorescence. Potency, µM (doses to about 114 µM), for inactives: top-dose activity, negative = inhibition, most hits filed as inhibitors. 360,000 compounds, 0.18% hits; note: potency is the fitted concentration of half-maximal effect; % is set by controls: 0 for no effect and ±100 for the full control effect; nearly all actives have a fitted effect of over 45% in size; many of its hits are not listed in these tables
Target sequence (Q8WZA2 whole entry, looked up): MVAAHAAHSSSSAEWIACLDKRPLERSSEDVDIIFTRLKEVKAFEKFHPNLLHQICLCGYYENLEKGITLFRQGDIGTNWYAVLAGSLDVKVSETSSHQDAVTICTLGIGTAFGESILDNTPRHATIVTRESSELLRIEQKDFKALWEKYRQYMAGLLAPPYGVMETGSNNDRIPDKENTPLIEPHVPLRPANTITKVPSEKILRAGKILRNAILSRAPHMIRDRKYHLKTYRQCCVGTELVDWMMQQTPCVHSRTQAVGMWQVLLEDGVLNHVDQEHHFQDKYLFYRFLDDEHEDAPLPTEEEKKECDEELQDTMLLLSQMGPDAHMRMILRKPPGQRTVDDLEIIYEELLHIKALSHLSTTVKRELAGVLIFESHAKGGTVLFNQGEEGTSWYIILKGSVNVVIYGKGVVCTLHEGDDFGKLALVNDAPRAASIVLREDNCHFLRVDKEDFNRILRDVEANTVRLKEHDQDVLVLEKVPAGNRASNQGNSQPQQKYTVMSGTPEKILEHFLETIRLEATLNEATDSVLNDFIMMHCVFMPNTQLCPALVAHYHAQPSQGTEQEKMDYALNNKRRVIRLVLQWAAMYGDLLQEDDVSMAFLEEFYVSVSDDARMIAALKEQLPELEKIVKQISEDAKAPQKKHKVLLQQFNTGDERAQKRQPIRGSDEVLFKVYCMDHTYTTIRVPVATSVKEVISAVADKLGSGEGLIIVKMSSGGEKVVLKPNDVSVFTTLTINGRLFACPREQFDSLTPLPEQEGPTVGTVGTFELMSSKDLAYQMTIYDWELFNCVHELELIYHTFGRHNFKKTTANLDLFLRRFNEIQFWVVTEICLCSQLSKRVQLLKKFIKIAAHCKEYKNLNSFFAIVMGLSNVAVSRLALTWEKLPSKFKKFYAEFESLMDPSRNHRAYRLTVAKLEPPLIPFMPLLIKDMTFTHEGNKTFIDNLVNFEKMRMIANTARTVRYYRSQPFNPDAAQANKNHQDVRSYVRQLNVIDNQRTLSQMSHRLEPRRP
EPAC2 ag = qHTS for Agonist of cAMP-regulated guanine nucleotide exchange factor 4 (EPAC2): primary screen; Potency, µM (series often up to 154 µM), without a hit: at the highest dose activation, usual class: activators; AID 720711, 2013; 360,000 compounds, 0.079% hits; Rap guanine nucleotide exchange factor 4 (Homo sapiens), Q8WZA2; EPAC2 activation, biochemical qHTS; response scale: 100% = 6.5 mM cAMP response; note: potency is the fitted concentration of half-maximal effect; nearly all actives have a fitted effect of over 50% in size
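Each well held 100 nM EPAC2, 250 nM RAP1B-BODIPY-GDP and 50 uM GDP. Fluorescence, read at 5-min intervals to 30 min, was referenced to a 6.5 mM cAMP positive control.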
An asterisk follows results filed as active; i = inactive; ? = inconclusive; . = no result given; [ ] = another dose, or the depositor's remark. Unless noted, calls come from the whole dose curve; as a rule, active = well fitted curve in the direction sought with a large enough effect; inconclusive = small, poorly fitted or top-dose-only effect, or another doubt; inactive = no such curve, though single readings can be large; an effect the other way counts as inactive or inconclusive.

SMILES | Mm-Cpn inhibitor | CCT modulator | Nrf2 activator | TGFb inhibitor | pAkt inh | A549 viability | Nrf2 block | EPAC2 antag | EPAC2 ag
O=C(COC(=O)c1cncc(Br)c1)Nc1nc(-c2ccc(F)cc2)cs1 | -5% | -14 | 3.6% | 5% | i | 1% | ? | 0% | 1%
CN(C)S(=O)(=O)c1cccc(NC(=S)Nc2ccc3cn[nH]c3c2)c1 | -1% | -1.0 | -0.5% | 0% | i | 0% | 7% | -8% | 1%
Cc1cccc2sc(NC(=O)[C@@H]3CCCN3C(=O)c3cccs3)nc12 | -2% | 0.7 | 3.3% | 9% | i | 0% | 8% | -8% | 5%
CCn1c(SCC(=O)N2CCC(C)CC2)nc2c(c1=O)SCC2 | 0% | -0.1 | 1.5% | 2% | i | -3% | ? | 1% | -1%
COc1ccc(CC(=O)Nc2ccccc2N2CCOCC2)cc1OC | 2% | -4.6 | -0.8% | 2% | i | 4% | 0% | -8% | 6%
CCCCOc1ccc(C(=O)N2CCN(CCc3ccccn3)CC2)cc1 | . | . | -0.2% | -9% | . | 13% | 2% | . | .
Cc1cccc(N(C)C(=O)C(Cc2ccccc2)NS(=O)(=O)c2cccc3nsnc23)c1 (stereo not drawn) | . | . | 1.0% | -21% | . | -4% | -10% | . | .
NC(=O)Cc1ccc(C(=O)c2ccc(F)cc2)s1 | 1% | 0.8 | 4.5% | 12% | i | -1% | 46% | -4% | 5%
CNC[C@@H]1OCc2cnnn2CCCC(=O)N([C@H](C)CO)C[C@H]1C | . | 1.9 | -0.2% | 7% | i | . | . | -1% | -2%
Cc1c(-c2ccc(Br)cc2)[n+](=O)c2c(n1[O-])CCCCC2 | -1% | -1.7 | -0.9% | 7% | i | -1% | 4% | 7% | 6%
Cc1cccc(N2C(=O)N3[C@H](c4ccc(Cl)cc4)[C@@H]4C(=O)N(C5CCCCC5)C(=O)[C@@H]4[C@]3(Cc3ccc(Cl)cc3)C2=O)c1 | -1% | 0.1 | -0.3% | 7% | i | 1% | 2% | 8% | -1%
CN(C)c1ccc(-c2nnn(CC(=O)Nc3ccccc3N3CCOCC3)n2)cc1 | -21% | -1.9 | 0.6% | 7% | i | -5% | -19% | -4% | 6%
O=C(Nc1ccccc1Cl)O/N=C/c1ccncc1 | . | -1.3 | 5.5% | 4% | i | 1% | -10% | 2% | 10%
O=C(O)c1ccc(Oc2nc3ccccc3s2)cc1 | . | -1.1 | 3.5% | 12% | i | -8% | ? | 7% | -7%
COc1ccccc1N1CCN(S(=O)(=O)c2c(C)sc3ncn(CC(=O)Nc4ccccc4F)c(=O)c23)CC1 | . | . | -1.1% | 2% | . | -14% | 8%[9.27 µM] | . | .
O=C(NNC(=O)c1cc2ccccc2oc1=O)c1ccccc1 | 0% | -1.5 | 0.4% | 7% | i | 0% | ? | -3% | 13%
CCOC(=O)c1cc2c(OC)ccc(OC)c2n1CC(=O)c1ccccc1 | 2% | -0.6 | 3.1% | 4% | i | 0% | 1% | -6% | 16%
CCOC(=O)CC(NS(=O)(=O)c1ccc(NC(C)=O)cc1)c1ccc(OCC)cc1 (stereo not drawn) | 1% | -1.7 | -0.1% | 5% | i | -10% | -15% | -4% | 9%
C[C@@H]1CN([C@H](C)CO)C(=O)CCCn2nncc2CO[C@H]1CN(C)C(=O)NC1CCCCC1 | . | -0.3 | -0.6% | 7% | i | . | . | 1% | 0%
COc1ccc(OC)c(-c2csc(NC(=O)COC(=O)c3ccc(NC(=O)CC#N)cc3)n2)c1 | -4% | 1.0 | -0.1% | -4% | i | 8% | 8% | 0% | 1%
O=C(NNC(=O)C1CCN(S(=O)(=O)c2ccc(Cl)cc2)CC1)c1ccc(Cl)cc1 | 1% | -1.1 | 0.1% | 1% | i | 3% | -12% | 6% | 5%
Cc1ccc(S(=O)(=O)CCC(=O)N(Cc2nnc(-c3ccc(Cl)cc3)o2)C2CC2)cc1 | -4% | -0.5 | 4.2% | 0% | i | 2% | 6% | 1% | 5%
CN(Cc1ccccc1)c1ccc2cc(S(=O)(=O)N3CCCCC3)ccc2n1 | . | . | -0.2% | -9% | . | -4% | ? | . | .
CSCCC(C)N1CCC(Oc2ccc(C(=O)N3CCCC3)cc2)CC1 (stereo not drawn) | -2% | -4.3 | -0.4% | 13% | i | 0% | ? | 5% | 10%
CC(=O)N1CCN(c2ccc(Oc3nc(-c4ccccc4)nc4ccccc34)cc2)CC1 | . | -1.5 | 4.2% | 3% | i | 2% | -8% | -9% | 5%
(further entries)
SMILES | Mm-Cpn inhibitor | CCT modulator | Nrf2 activator | TGFb inhibitor | pAkt inh | A549 viability | Nrf2 block | EPAC2 antag | EPAC2 ag
Cc1ccc(NS(=O)(=O)c2ccc(C)c(C(=O)N3CCN(C)CC3)c2)cc1 | 2% | -3.3 | 0.1% | 4% | i | -5% | -8% | -2% | -1%
CCC(CNC(=O)c1c(C)nn(-c2ccccc2)c1Cl)c1ccccc1 (stereo not drawn) | 1% | 0.8 | 0.8% | 4% | i | 6% | -9% | -7% | 11%
CCCn1c(N)c(N(CCOC)C(=O)C2CCCC2)c(=O)[nH]c1=O | -1% | -3.3 | 0.1% | 27% | i | 2% | 4% | 5% | 10%
OC(c1ccco1)c1nc(-c2ccc(F)c(Cl)c2)cs1 (stereo not drawn) | . | -2.0 | 25% | -9% | i | . | . | ? | 12%
O=[N+]([O-])c1cc(NCCO)c(N2CCCCCC2)c2nonc12 | 1% | 1.0 | 0.2% | 0% | i | ? | ? | -4% | 0%
CC(=O)c1ccc(Oc2ccc(C(C)=O)cc2)cc1 | 2% | 2.6 | 1.5% | 2% | i | -15% | ? | 3% | -6%
COC(=O)c1ccc(COc2ccccc2/C=C(\C#N)C(=O)Nc2ccc(C)cc2C)cc1 | 0% | -1.8 | 1.7% | 3% | i | -5% | -14% | -3% | -2%
Cc1cc(C)n(-c2nc3ccccc3nc2Nc2cc(C(=O)O)ccc2C)n1 | . | . | 0.1% | -5% | . | -3% | 9% | . | .
O=C(NCc1ccco1)C12CC3CC(CC(C3)C1)C2 | 1% | -0.2 | 0.5% | -13% | i | -5% | 16% | 0%[57.1 µM] | 20%
Cc1c(Cl)cccc1NC(=O)CSc1ncc2c(n1)-c1ccccc1N(C)S2(=O)=O | . | . | 0.7% | 9% | . | 6% | ? | . | .
CC(C)c1ccc2oc(-c3cc(NC(=O)c4cccs4)ccc3Cl)nc2c1 | . | . | ? | -23% | . | 11% | ? | . | .
Cc1ccc(NC(=O)COc2coc(CN3CCc4ccccc43)cc2=O)c(C)c1 | 0% | 1.5 | -1.0% | 2% | i | 2% | ? | 11% | 3%
CN(Cc1ccccc1)c1ccc(-c2nc(-c3ccco3)no2)cc1[N+](=O)[O-] | . | . | ? | ? | . | -7% | -17% | . | .
Cc1nn(-c2nc(-c3ccc(F)cc3)cc(C(F)(F)F)n2)c(C)c1Br | . | . | -0.2% | 12% | . | 11% | ? | . | .
CC1CCN(C2=C(NS(=O)(=O)c3ccc(Cl)cc3)C(=O)c3ccccc3C2=O)CC1 | -1% | 0.5 | 0.4% | 1% | i | 1% | -29% | 4% | 0%
O=c1cc(Cl)[nH]c(=O)n1Cc1ccc(F)cc1 | 2% | 1.4 | ? | -16% | . | 1% | 9% | 0% | 2%
CN(C)c1ccccc1C(=O)N1CCCC(Nc2ccc(F)cc2)C1 (stereo not drawn) | -1% | -0.7 | -1.0% | ? | i | -2% | -17% | -9% | -3%
COc1ccc(NC(=O)CCC(=O)N/N=C/c2cccnc2)cc1 | -4% | -0.8 | 2.6% | 8% | i | 0% | 5% | -1% | 5%
CC(Oc1ccc(Br)cc1)C(=O)NC1CCN(Cc2ccccc2)CC1 (stereo not drawn) | 0% | -1.8 | 0.2% | 31%[activator] | i | -2% | -7% | 1% | -2%
COc1ccc(NC(=O)CN(C)CC(=O)NCCc2ccc(F)cc2)cc1 | 1% | -0.5 | -0.5% | -11% | i | -2% | -2% | -4% | -6%
Cc1cccc(CS(=O)(=O)c2ncc(Cl)c(C(=O)Nc3c(C)cccc3C)n2)c1 | 1% | 1.5 | -1.9% | 6.3µM* | i | ? | 15µM* | -15% | 1%
CCCCN(C)S(=O)(=O)c1ccc(C(=O)N(CCN(C)C)c2nc3ccc(C)cc3s2)cc1 | -1% | -1.9 | 7.3% | 2% | i | 12% | 1% | -17%[57.1 µM] | 19%
CC(Nc1cc(N2CCNCC2)ccc1[N+](=O)[O-])c1ccccc1 (stereo not drawn) | 0% | 0.4 | 4.8% | 34%[activator] | i | -3% | -5% | -3% | 20%

Gathered by group, those above containing a nitro group on carbon (3)
SMILES | Mm-Cpn inhibitor | CCT modulator | Nrf2 activator | TGFb inhibitor | pAkt inh | A549 viability | Nrf2 block | EPAC2 antag | EPAC2 ag
O=[N+]([O-])c1cc(NCCO)c(N2CCCCCC2)c2nonc12 | 1% | 1.0 | 0.2% | 0% | i | ? | ? | -4% | 0%
CN(Cc1ccccc1)c1ccc(-c2nc(-c3ccco3)no2)cc1[N+](=O)[O-] | . | . | ? | ? | . | -7% | -17% | . | .
CC(Nc1cc(N2CCNCC2)ccc1[N+](=O)[O-])c1ccccc1 (stereo not drawn) | 0% | 0.4 | 4.8% | 34%[activator] | i | -3% | -5% | -3% | 20%

Not all compounds are listed. The share of hits here may be higher or lower than overall.
